HT1080NT lethal: kills 2HG-producing HT-1080-NT fibrosarcoma cells; HT-1080-NT fibrosarcoma viability, CellTiter-Glo ATP luminescence, 48 h; Potency, µM (titrated, usually from 46.1 µM), for inactives: at the top dose activity, negative = less viability, hits mostly cytotoxic; 360,000 compounds, 1.6% hits; AID 686970;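 also: NT is the 2HG producing partner of a matched IDH1 knockdown line; 0% = DMSO-treated cells and -100% = media-only wells without cells; nearly all actives have a fitted effect of over 55% in size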
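Luminescent CellTiter-Glo readout after 48 hours of compound exposure at 37 degrees C defined viability of HT-1080-NT cells. Activity was normalized to DMSO wells and cell-free media wells; concentration-response curves were fitted and assigned curve classes.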
GLP-1R agonist: agonists of human GLP-1 receptor; HEK293 GLP-1R CRE-luciferase, luminescence, 4-6 h; cells express a hypersensitive GLP-1R form; AID 624172; Potency, µM (doses to about 45.6 µM), inactives show top-dose activation, usual class: activators; P43220; 380,000 compounds, 0.007% hits; also: % of control where 0% means no effect
Target sequence (P43220 whole entry, looked up): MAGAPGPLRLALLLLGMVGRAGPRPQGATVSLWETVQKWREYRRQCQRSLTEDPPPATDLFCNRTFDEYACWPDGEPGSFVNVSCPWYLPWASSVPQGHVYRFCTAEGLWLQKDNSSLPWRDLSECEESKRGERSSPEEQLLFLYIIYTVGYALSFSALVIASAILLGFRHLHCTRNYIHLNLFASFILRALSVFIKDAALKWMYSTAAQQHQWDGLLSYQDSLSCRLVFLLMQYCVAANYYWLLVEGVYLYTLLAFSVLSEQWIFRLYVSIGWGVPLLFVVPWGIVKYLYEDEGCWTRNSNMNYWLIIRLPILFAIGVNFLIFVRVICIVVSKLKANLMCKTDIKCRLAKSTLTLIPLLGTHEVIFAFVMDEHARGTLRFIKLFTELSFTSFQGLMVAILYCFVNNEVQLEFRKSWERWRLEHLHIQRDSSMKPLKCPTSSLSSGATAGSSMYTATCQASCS
SW480 rereplic: inducers of DNA re-replication in SW480 colon cancer cells | AID 624297 | 340,000 compounds, 1.8% hits | SW480 DNA re-replication, Hoechst DNA content imaging, 48 h | Potency, µM (series often up to 46.1 µM), without a hit: top-dose re-replication activation, hits mostly activators; also: % of control where 0% means no effect; nearly all actives have a fitted effect of over 55% in size
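250 cells/well; 23 nL cpd via pin tool; 48 hr, 37 C, 5% CO2; Hoechst 40 min; imager read of total nuclear intensity, ex 405/em 500-530 nm.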
HT1080 IDH1KD tx: toxicity to HT-1080 IDH1 knockdown cells (counter line); HT-1080 IDH1 knockdown viability, ATP luminescence, 48 h; Potency, µM (titrated, usually from 46.1 µM), for inactives: at the top dose activity, negative = toxicity, usual class: cytotoxic; 360,000 compounds, 2% hits;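 also: 0% = DMSO wells and -100% = cell-free medium wells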
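Cytotoxicity counter-line: IDH1KD HT-1080, 48 h, CellTiter-Glo. Curves classed by r2, magnitude and activity.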
HEK293 tox: cytotoxicity in counter-screen for GLP-1R inverse agonists; 410,000 compounds, 0.13% hits; Potency, µM (series often up to 38.3 µM), inactives show at the top dose activity change, negative = inhibition, usual class: inhibitors; AID 624418; HEK293 cAMP-luciferase reporter cells, luminescence, 24 h;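 also: loss of luciferase light is scored as toxicity; % is scaled to controls: 0 for no effect and ±100 for the full control effect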
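1536-well qHTS counterscreen of the MLSMR; 200 cells/uL, 12 h pre-incubation, 23 nL cpd, 24 h at 37 deg C 5% CO2, luciferase detection reagent, 12 min RT, luminescence. Inhibition = undesired.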
TDP43 rescue: rescues yeast growth from TDP-43 toxicity; TDP-43 expressing yeast growth rescue, BacTiter-Glo, 24 h; Potency, µM (doses to about 46.1 µM), for inactives: at the top dose growth rescue (activation), hits mostly activators; 410,000 compounds, 1.8% hits; AID 652104; also: % of control where 0% means no effect; nearly all actives have a fitted effect of over 50% in size
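Luminescence from BacTiter-Glo reports growth of TDP-43-expressing yeast after 24 hr at 30 deg C with compound. Cells were raffinose-pregrown to mid-log, then seeded in galactose medium at OD600=0.02.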
KB-3-1 tox: KB-3-1 parental cell cytotoxicity. KB-3-1 viability, CellTiter-Glo ATP luminescence, 72 h. Potency, µM (doses to about 46.1 µM), without a hit: at the top dose activity change, negative = cytotoxic, hits mostly cytotoxic. 400,000 compounds, 1.4% hits. AID 1347075; also: % is scaled to controls: 0 for no effect and ±100 for the full control effect; nearly all actives have a fitted effect of over 60% in size
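Screening of KB-3-1 cells (DMEM, 10% FBS, phenol-red free) ran from lowest to highest compound concentration; after 72 h at 37 °C viability was read luminescently and curves fitted.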
KB-V1 cytotox: kills drug-selected multidrug resistant KB-V1 cells; Potency, µM (highest dose often 46.1 µM), for inactives: at the highest dose activity change, negative = cytotoxicity, usual class: cytotoxic; KB-V1 MDR cells viability, CellTiter-Glo, 72 h; AID 1347076; 400,000 compounds, 3.4% hits; also: % is scaled to controls: 0 for no effect and ±100 for the full control effect; nearly all actives have a fitted effect of over 60% in size
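qHTS viability screen in drug-selected KB-V1 MDR cells: 72 h compound treatment at 37 degrees C, ATP luminescence end point.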
GLP1R inv ag: inverse agonists of human GLP-1 receptor; P43220; HEK293 GLP-1R CRE-luciferase, luminescence, 24 h; GLP-1R form is constitutively active; Potency, µM (doses to about 38.3 µM), without a hit: at the highest dose activity change, negative = inhibition, usual class: inhibitors; 410,000 compounds, 1.6% hits; also: % is scaled to controls: 0 for no effect and ±100 for the full control effect; nearly all actives have a fitted effect of over 55% in size
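Inverse agonists were sought by their lowering of basal cAMP reporter luciferase output in HEK293 cells stably carrying constitutively active human GLP-1R, after 24 h compound treatment.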
* hit, by the source's call; u = inconclusive; x = no result given; [ ] = remark or other dose. Calls follow the shape of the dose curve; as a rule, active = well fitted curve in the direction sought with a large enough effect; inconclusive = small, poorly fitted or top-dose-only effect, or another doubt; inactive = no such curve, though single readings can be large; an effect the other way counts as inactive or inconclusive. Potency is read from the fitted curve at half-maximal effect.

structure	HT1080NT lethal	GLP-1R agonist	SW480 rereplic	HT1080 IDH1KD tx	HEK293 tox	TDP43 rescue	KB-3-1 tox	KB-V1 cytotox	GLP1R inv ag
Cc1ccc(NC(=O)COC(=O)COc2cccc3c2OC(C)(C)C3)c(C)c1	2.9%	0.2%	-61.8%[inhibitor]	2.8%	3.9%	15.7%	-0.2%	0.0%	7.9%
Cc1cc(NC(=O)CSc2nnnn2-c2cc(Cl)ccc2C)no1	1.8%	12.1%	4.3%	16.3%	0.6%	-7.3%	-1.0%	u	u
CCN(C(=O)CCn1cnc2onc(-c3ccc(F)cc3)c2c1=O)c1ccc(OC)cc1	x	x	x	x	10.7%	-11.9%	u	-22.4%	8.8%
Cc1nc(-c2ccccc2)sc1C(=O)CSc1ccc(F)cc1	5.9%	0.0%	-3.4%	1.9%	-6.3%	19.4%	16.4%	5.8%	u
CCS(=O)(=O)NCCCCc1ccccc1	1.5%	-6.6%	-1.4%	0.0%	0.3%	22.1%	-0.1%	12.1%	-16.6%
O=S(=O)(c1ccc2nnn(O)c2c1)N1CCCCC1	15.6%	-1.4%	-1.4%	14.1%	6.0%	13.9%	-0.1%	14.5%	-19.6%
CCc1cc(C(=O)NNC(=O)c2csc(N3CCOCC3)n2)sc1C	-3.2%	15.5%	-96.8%[inhibitor]	-0.5%	-12.8%	-6.4%	-12.6%	u	0.6%
COc1ccc2cc(CNc3ccc(OC)c(OC)c3)c(=O)n(CC(=O)Nc3ccccc3F)c2c1	x	-0.5%	x	x	2.6%	8.9%	7.9%	-29.6%	5.0%
CCOC(=O)c1c(NC(=O)CSc2nnc(-c3c[nH]c4ccccc34)n2C)sc2c1CCCC2	-0.1%	-4.3%	3.4%	4.5%	-6.0%	11.2%	u	-27.8%	3.1%
C[C@H](NC(=O)OC(C)(C)C)C(=O)N/N=C/c1cccc2nccnc12	-1.5%	-0.2%	-4.4%	-4.0%	8.1%	0.6%	5.4%	-2.5%	17.7%
O=C(CCc1nc2ccccc2c(=O)[nH]1)NNC(=O)COc1ccccc1Cl	-4.3%	1.6%	-726.2%[inhibitor]	0.6%	3.1%	-2.2%	3.0%	23.0%	14.0%
COc1ccc(OC)c(S(=O)(=O)N2CCN(c3c(C)cccc3C)CC2)c1	0.3%	-1.7%	-4.9%	-0.9%	-11.5%	23.9%	-2.9%	17.4%	-14.1%
Cc1cc(C)cc(-n2ncc3c2CCCC3NC(=O)c2cc(C)n(C)n2)c1 (stereo not drawn)	-4.9%	-2.9%	-2.3%	-17.1%	-3.6%	u	u	-2.7%	-3.2%
CN1C(=O)C(=O)/C(=C(/O)c2ccc(Br)cc2)C1c1ccccc1F (stereo not drawn)	20.7%	6.7%	-2.0%	2.0%	5.0%	-24.9%	4.8%	0.1%	-11.4%
NC(=O)C1CCCc2c1n(Cc1ccccc1)c1ccccc21 (stereo not drawn)	-25.2%	11.3%	0.9%	-28.1%	6.2%	6.5%	-4.2%	-1.6%	u
COc1ccc(S(=O)(=O)N(C)CC(=O)Nc2ccccc2SC)cc1	-3.2%	2.3%	1.1%	-1.8%	0.2%	3.5%	4.4%	-17.9%	-18.7%
COc1ccc(/C=N/NC(=O)c2cc(-c3ccccc3OC)nc3ccccc23)cc1COC(C)=O	-20.9%	24.8%	1.0%[9.22 µM]	-12.5%	-14.7%	-7.7%	-7.3%	9.4%	32.2%[activator]
COCCCNC(=O)CCSc1ccc(Cl)cc1	-3.1%	1.3%	-0.8%	-9.3%	5.6%	2.8%	9.9%	10.6%	0.7%
Cc1csc(N=Cc2ccc([N+](=O)[O-])o2)n1	-11.0%	-2.7%	x	-4.2%	-16.0%	24.5%	-1.0%	0.1%	u
CSc1nnc(CNS(=O)(=O)c2ccc(Br)cc2)n1C	24.7%	-0.7%	-4.7%	25.1%	u	8.6%	-8.0%	-2.5%	u
CCc1nnc(NS(=O)(=O)c2ccc(NC(=O)c3ccc([N+](=O)[O-])s3)cc2)s1	u	-4.0%	x	-15.0%	-10.0%	5.8%	-6.6%	-1.1%	3.8%
Cc1cc(=O)[nH]c(SCC(=O)Nc2ccc(C(=O)O)cc2)n1	13.9%	7.4%	6.1%	16.5%	8.2%	-23.3%	5.0%	4.1%	-0.6%
COc1cccc(NC(=O)COC(=O)c2sccc2C)c1	4.3%	0.4%	-5.8%	7.3%	2.3%	u	16.1%	12.9%	-15.5%
O=[N+]([O-])c1ccc(OCCn2cncn2)cc1	3.4%	0.9%	-17.4%	14.3%	13.2%	9.7%	2.8%	17.5%	3.9%
N#C/C(=C\c1cccc2ccccc12)c1nn(-c2ccccc2)c(N)c1C#N	u	-2.7%	1.7%	u	11.5%	-5.3%	3.0%	-15.5%	40.8%[activator]
COc1ccc(OCCNc2cc(N3CCOCC3)ccc2[N+](=O)[O-])cc1	u	10.4%	-4.1%	u	u	u	-8.9%	u	38.0%[activator]
CCOC(=O)c1c(-c2ccc(OC)cc2)oc2ccc(OCc3ccc(Br)cc3)cc12	x	x	x	x	6.1%	13.3%	0.0%	3.7%	0.3%
Cn1nnnc1SCC(=O)Nc1c(Cl)cccc1Cl	15.7%	-13.4%	-0.8%[9.22 µM]	18.8%	-0.2%	20.4%	4.3%	3.7%	4.7%
COC(=O)COc1ccc(S(=O)(=O)NCCC2=CCCCC2)cc1	13.9%	-2.0%	-1.0%	0.0%	5.8%	-3.1%	3.0%	8.6%	2.0%
COc1ccc(OC)c(S(=O)(=O)NCCc2csc(-c3cccnc3)n2)c1	12.2%	-0.9%	-6.6%	8.3%	-7.7%	14.2%	2.5%	-14.1%	16.4%
COCCN(C(=O)c1ccco1)c1nnc(-c2ccc(F)cc2)s1	-3.8%	0.3%	u	0.6%	-1.3%[7.66 µM]	u	9.8%	-22.8%	1.7%[7.66 µM]
CN1C(c2ccc(F)cc2)=CS/C1=C(/C#N)c1nnc2n1-c1ccccc1SC2	-9.8%	13.0%	19.8%	-6.3%	-0.7%	-3.1%	-1.1%	-18.0%	-14.7%
COc1ccc(O)c(/C=N/NC(=S)NCCc2ccccc2)c1	14.6µM*	22.9%	26.1%	u	6.0%	0.7%	u	u	2.24µM*
O=C(NCCc1cccs1)C1CC(c2ccccc2F)=NO1 (stereo not drawn)	6.6%	-1.2%	-4.8%	7.6%	27.9%	-10.2%	18.2%	6.7%	7.5%
CN(c1cccc(NC(=O)CN(c2cccc(Cl)c2)S(=O)(=O)c2ccc(Cl)cc2)c1)S(C)(=O)=O	-14.5%	2.8%	x	-20.3%	27.0%	2.0%	u	18.4µM*	7.94µM*
COc1ccc(S(=O)(=O)NCC(c2cccnc2)N2CCN(c3ccccc3OC)CC2)cc1C (stereo not drawn)	-2.7%	2.2%	6.1%	-0.5%	15.2%	-5.1%	-13.8%	-19.4%	u
COc1ccc(NC(=O)C2CC(=O)N(c3ccc(C)cc3)C2)cc1S(=O)(=O)N1CCCCC1 (stereo not drawn)	12.1%	4.2%	x	0.1%	-24.0%	6.7%	-4.7%	-19.6%	1.5%
CCNC(=O)C1CCCN(C(=O)c2ccc3ccccc3c2)CC1 (stereo not drawn)	2.2%	-4.8%	x	u	9.9%	-7.1%	0.0%	0.8%	22.9%
CCOc1ccc(-n2c(SCc3nc(-c4ccccc4C)no3)nnc2-c2ccccc2)cc1	x	x	x	x	2.4%	4.9%	3.3%	9.9%	-1.4%
CC(C)(C)[C@H]1C=C(C(=O)N2CCOCC2)O[C@@H](OCc2ccc(CO)cc2)C1	-3.4%	0.4%	-34.0%[inhibitor]	3.2%	-4.2%	-11.2%	-4.9%	-7.3%	9.5%

Filtered by structure, the entries above containing a furan ring, fused or not (three)
structure	HT1080NT lethal	GLP-1R agonist	SW480 rereplic	HT1080 IDH1KD tx	HEK293 tox	TDP43 rescue	KB-3-1 tox	KB-V1 cytotox	GLP1R inv ag
Cc1csc(N=Cc2ccc([N+](=O)[O-])o2)n1	-11.0%	-2.7%	x	-4.2%	-16.0%	24.5%	-1.0%	0.1%	u
CCOC(=O)c1c(-c2ccc(OC)cc2)oc2ccc(OCc3ccc(Br)cc3)cc12	x	x	x	x	6.1%	13.3%	0.0%	3.7%	0.3%
COCCN(C(=O)c1ccco1)c1nnc(-c2ccc(F)cc2)s1	-3.8%	0.3%	u	0.6%	-1.3%[7.66 µM]	u	9.8%	-22.8%	1.7%[7.66 µM]

Additional entries
structure	HT1080NT lethal	GLP-1R agonist	SW480 rereplic	HT1080 IDH1KD tx	HEK293 tox	TDP43 rescue	KB-3-1 tox	KB-V1 cytotox	GLP1R inv ag
C=C1CCN([C@@H](CC(C)C)C(=O)NCc2ccco2)S(=O)(=O)c2ccccc21	-1.0%	14.9%	-2.3%	-4.0%	7.5%	6.5%	1.5%	-8.2%	-5.2%
CCc1cccc(NC(=O)CCNS(=O)(=O)c2ccc3c(c2)CCN3C(C)=O)c1	x	x	x	x	0.6%	u	-2.6%	0.0%	2.3%
C[C@@H]1CN([C@@H](C)CO)C(=O)Cc2cc(NS(=O)(=O)c3cn(C)cn3)ccc2O[C@@H]1CN(C)C(=O)Nc1ccccc1	11.1%	-2.7%	-11.4%[9.22 µM]	13.3%	-1.9%	11.1%	7.9%	4.6%	11.0%
CC(=O)c1cccc(NC(=O)Cn2cnc(S(=O)(=O)N3CCc4ccccc43)c2)c1	-3.8%	-3.8%	2.8%	-5.3%	8.1%	6.8%	10.3%	u	u
Cc1ccc2nc(N3C(=O)C(O)=C(C(=O)c4ccco4)C3c3ccc(C)o3)sc2c1 (stereo not drawn)	u	0.7%	u	u	18.8%	-67.0%[inhibitor]	-8.6%	-19.6%	9.3%
CC(=O)OCC1=C(C(=O)O)N2C(=O)C(NC(=O)c3ccc(COc4ccc(Cl)cc4)o3)C2SC1 (stereo not drawn)	-0.1%	-0.6%	-0.1%	-2.0%	6.9%	-20.0%	-10.8%	-10.6%	-21.7%

Screening data deposited in PubChem BioAssay by National Center for Advancing Translational Sciences (NCATS).
